Furin inh – human furin inhibition; 220,000 compounds, 0.061% hits; inhibition, % at 30 µM; P09958; AID 463115; purified furin, fluorogenic substrate cleavage; in the data active means inhibition above about 25%; further: inactives centre near -15
Runt-CBFb FRET – blocks binding of human RUNX1 Runt domain to CBFb. Cerulean-Runt/Venus-CBFb FRET ratio 530/480, 1 h. 220,000 compounds, 0.46% hits. Q01196+Q13951. inhibition, % at 20 µM. AID 1496;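 active means inhibition over about 50% at 20 µM in the single-dose screen, limit read from the data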;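 further: 0% = DMSO wells and 100% = excess unlabeled CBFb competitor control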
Target sequence (Q01196 whole entry, looked up, the tested form may be a part): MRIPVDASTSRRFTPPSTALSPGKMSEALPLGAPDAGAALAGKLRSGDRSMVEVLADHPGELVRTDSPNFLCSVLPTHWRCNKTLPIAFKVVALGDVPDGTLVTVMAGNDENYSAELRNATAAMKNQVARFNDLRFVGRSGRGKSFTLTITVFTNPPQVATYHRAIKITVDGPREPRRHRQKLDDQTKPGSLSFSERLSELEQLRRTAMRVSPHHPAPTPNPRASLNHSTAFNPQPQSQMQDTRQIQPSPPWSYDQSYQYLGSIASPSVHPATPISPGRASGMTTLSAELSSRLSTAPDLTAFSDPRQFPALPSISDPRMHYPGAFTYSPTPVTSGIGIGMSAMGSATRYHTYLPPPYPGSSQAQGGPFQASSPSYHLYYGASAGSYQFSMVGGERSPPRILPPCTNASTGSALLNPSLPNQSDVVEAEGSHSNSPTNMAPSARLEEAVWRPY
Target sequence (Q13951 whole entry, looked up, the tested form may be a part): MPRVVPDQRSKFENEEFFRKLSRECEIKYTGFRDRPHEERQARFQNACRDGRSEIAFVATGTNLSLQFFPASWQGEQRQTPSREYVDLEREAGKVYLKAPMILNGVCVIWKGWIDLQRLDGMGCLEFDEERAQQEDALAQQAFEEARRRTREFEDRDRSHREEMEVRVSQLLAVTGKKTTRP
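System: Cerulean-labeled Runt domain protein | Quantity: 100 nM of each labeled protein | Schedule: 1 h compound exposure, room temperature | Detection: Fluorescence energy transfer, 422 nm excitation, 530/480 nm emission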
Runt-SMMHC FRET – blocks binding of human RUNX1 Runt domain to CBFb-SMMHC; 220,000 compounds, 0.74% hits; Cerulean-Runt/Venus-CBFb-SMMHC FRET ratio 530/480, 1 h; Q01196+Q13951; inhibition, % at 20 µM;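 active means mean inhibition across duplicate retests at 20 µM reaching about 50%, limit read from the data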;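 further: 0% = DMSO wells and 100% = wells with excess untagged CBFb-SMMHC; inhibitors lower the FRET ratio by blocking Runt binding to CBFb-SMMHC; some results filed as inactive read as strong as hits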
EBV gp42 block – EBV gp42 inhibition. inhibition, % (tested at 21.74 µM). 220,000 compounds, 0.42% hits. Fluorescence polarization binding assay, mP read-out; in the data active means inhibition above about 50%
p47phox inh – p47phox (human) inhibition; P14598; p47phox/p22phox peptide binding, fluorescence polarization, 2 h; inhibition, % at 24.7 µM; 220,000 compounds, 0.53% hits;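 active means inhibition above about 30%, limit read from the data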;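 further: 0% = p47phox with labelled peptide and 100% = labelled peptide alone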
Target sequence (P14598 whole entry, looked up): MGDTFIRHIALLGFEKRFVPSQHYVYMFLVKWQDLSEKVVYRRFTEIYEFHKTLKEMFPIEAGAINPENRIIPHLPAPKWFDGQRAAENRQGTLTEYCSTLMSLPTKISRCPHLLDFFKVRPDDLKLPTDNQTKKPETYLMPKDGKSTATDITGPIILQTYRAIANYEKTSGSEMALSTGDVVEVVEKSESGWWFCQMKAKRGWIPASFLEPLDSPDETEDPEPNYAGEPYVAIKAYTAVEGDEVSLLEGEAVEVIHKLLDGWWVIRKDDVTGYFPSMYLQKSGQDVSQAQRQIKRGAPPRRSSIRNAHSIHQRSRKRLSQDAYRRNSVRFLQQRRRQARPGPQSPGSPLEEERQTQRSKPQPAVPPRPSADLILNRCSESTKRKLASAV
m-calpain inh – inhibitors of pig calpain II. purified calpain II, fluorogenic peptide substrate, 30 min. inhibition, % at 16 µM. 220,000 compounds, 0.37% hits;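 active means inhibition above about 50%, limit read from the data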
RBBP9 inhibitor – blocks human serine hydrolase RBBP9; recombinant RBBP9, FP-Rh probe fluorescence polarization; inhibition, % at 7.94 µM; 220,000 compounds, 0.2% hits; AID 1515;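 active means inhibition above the campaign mean of all tested compounds plus 3 SD, cut at about 14% in these data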;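 further: plate controls were DMSO wells with RBBP9 for no effect and wells lacking RBBP9 protein for full effect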
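Material: RBBP9 protein. Amount: RBBP9 at 2.5 µM in dispensed solution, before mixing. Schedule: 30 min then 45 min, 25 °C. Medium: Tris buffer pH 8.0, NaCl, Pluronic. Measured by: fluorescence polarization. Measure: percent inhibition from mP, scaled between DMSO and no-protein wells. Replication: one well per compound.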
p97 inhibitor – blocks human p97 ATPase activity | P55072 | recombinant p97 ATPase, Kinase-Glo ATP luminescence, 3 h | inhibition, % at 8 µM | 220,000 compounds, 0.42% hits; in the data active means inhibition above about 15%;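 further: 0% = DMSO vehicle and 100% = wells lacking enzyme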
Tb hexokinase – T. brucei hexokinase 1 inhibition; recombinant TbHK1, G6PDH-coupled NADH A340; inhibition, % at 10 µM; 220,000 compounds, 0.11% hits;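 active means inhibition of 50% or more in the single-dose primary screen; inactive means inhibition below 50%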
* marks the source's active call; other numbers are inactive results; i = inactive; . = no result given; [ ] = another dose, or the depositor's remark.

SMILES | Furin inh | Runt-CBFb FRET | Runt-SMMHC FRET | EBV gp42 block | p47phox inh | m-calpain inh | RBBP9 inhibitor | p97 inhibitor | Tb hexokinase
CC(C)(C)SCCNC(=O)c1ccc(Cl)c(S(=O)(=O)N2CCOCC2)c1 | -10[20 µM] | . | . | . | . | . | -7 | 1 | 3
CN(c1ccccc1C(=O)N1CCN(Cc2ccc3c(c2)OCO3)CC1)S(C)(=O)=O | -23 | . | 1 | -10 | 0 | -19 | 3 | 2 | 3
CC(=O)NCCCNc1ccc([N+](=O)[O-])cc1 | -16 | 0 | -5 | -2 | -19 | -13 | -5 | 2 | -19
O=C(COC(=O)C12CC3CC(CC(O)(C3)C1)C2)NC(=O)NCc1ccco1 | -19 | -2 | 4 | -27 | -12 | -43 | -3 | 7 | 1
COc1ccc(Oc2c(Cl)cnn(-c3ccc(C)cc3)c2=O)cc1 | -22[20 µM] | 0 | -24 | -6 | 1 | 20 | -12 | 0 | 1
CCOC(=O)CNC(=O)N1CCCC(CNS(=O)(=O)Cc2ccccc2)C1 (stereo not drawn) | -16 | -2 | -2 | -4 | 2 | 3 | -5 | 1 | -11
Cc1cc(=O)n(-c2ccc(C(=O)O)cc2)[nH]1 | -24 | 3 | 4 | -21 | -6 | -49 | 2 | 14 | -8
CCn1ncc(/C=N\NC(=O)COc2ccccc2)c1C | -6 | 0 | 0 | -6 | -48 | 12 | -2 | -1 | -1
CNc1cc([N+](=O)[O-])ccc1OCc1ccccc1 | -11 | -2 | 0 | -10 | -4 | 10 | -4 | 5 | -11
O=C(N1CCN(c2ccc(F)cc2)CC1)C1(c2cccs2)CCOCC1 | -23 | 2 | -3 | -17 | -11 | 3 | -2 | 2 | -5
CC(NC(=O)Nc1ccccn1)N1C(=O)C2C3C=CC(C3)C2C1=O (stereo not drawn) | 9[20 µM] | -1 | 2 | -23 | -7 | 9 | 3 | 1 | -1
NC(=O)N\N=C/C=C/C=C/c1ccc(F)cc1 | -18 | 0 | -1 | -10 | 25 | -4 | -10 | 1 | -38
CC(C)C(=O)N=C1SC2CS(=O)(=O)CC2N1Cc1ccc(Cl)cc1 (stereo not drawn) | -8 | 0 | -1 | -6 | -4 | 24 | -8 | -3 | -4
O=C(CSc1ccc(F)cc1)NC1CCCCC1 | -10 | -1 | -3 | -15 | -8 | 31 | 6 | 2 | -3
OC(CNCc1ccc(Cl)c(Cl)c1)c1ccccc1 (stereo not drawn) | -12 | 0 | -1 | -13 | -4 | 35 | -7 | -2 | 12
Cc1sc2nc(C3CC3)nc(NCCNS(=O)(=O)c3ccccc3)c2c1C | -14[20 µM] | -4 | 7 | 3 | -20 | 2 | -15 | -7 | 2
CCCCN(C)C(=O)c1nc2ccccn2c1CN1CCN(C/C=C/c2ccccc2)CC1 | -30 | -1 | 1 | -1 | . | -3 | -4 | 5 | -6
CC(=O)N1CCN(C(=S)NC(=O)c2ccc(S(=O)(=O)N3CCOCC3)cc2)CC1 | -18 | -1 | 5 | -7 | 3 | -3 | -5 | 1 | -11
CCOC(=O)CC(NC(=O)c1ccco1)c1ccccc1Cl (stereo not drawn) | -6 | -1 | 2 | -16 | 0 | 10 | 0 | 2 | 1
O=C1Cc2ccccc2C(c2ccc(Cl)cc2)N1 (stereo not drawn) | -15 | 0 | -5 | -8 | 5 | -4 | 6 | 8 | -13
CC(Oc1ccc(Cl)cc1Cl)c1nc(-c2ccc(NC(=O)c3cccnc3)cc2)no1 (stereo not drawn) | -1[20 µM] | -4 | -2 | -11 | -69 | -3 | -17 | -5 | -6
Cc1onc(-c2ccccc2)c1C(=O)NCCc1ccc(Cl)cc1 | -22[20 µM] | -2 | -10 | -4 | -4 | -26 | -12 | 0 | 0
Cc1ccc(C)c(S(=O)(=O)NCc2ccc(C(=O)N3CCN(C)CC3)cc2)c1 | -24[20 µM] | 1 | -5 | -11 | 1 | 1 | -6 | -2 | 2
Cc1ccccc1N1CCN(C2=NC(=O)/C(=C/c3cn[nH]c3-c3ccccc3)S2)CC1 | -5 | -2 | -4 | -10 | -15 | -1 | 0 | 2 | -3
COC(=O)CNC(c1ccccc1)c1cc(C)ccc1NC(=O)c1cccc(Cl)c1 (stereo not drawn) | -32 | -2 | 0 | -13 | -5 | 22 | -7 | -2 | 1
CCCCCc1c(C)nc(Nc2ccc(F)cc2)[nH]c1=O | -22 | 0 | 0 | -1 | -10 | 26 | -5 | -1 | -1
c1ccc(-n2cnnc2SCc2cn3ccccc3n2)cc1 | -14 | -1 | 2 | -8 | -7 | -55 | 0 | 1 | 1
CCOc1cc(/C=N/O)cc(Br)c1OCc1ccc(Cl)cc1 | -22 | . | -6 | 4 | 4 | 32 | -11 | 0 | 4
CCOC(=O)c1c(C)[nH]c(C(=O)CN2C(=O)C(=O)N(CC(C)C)C2=O)c1C | -12 | -3 | 1 | -16 | 3 | -11 | 4 | 4 | -1
CC(=O)Nc1cccc(NC(=O)c2ccc(C)c([N+](=O)[O-])c2)c1 | -4 | -1 | -2 | -17 | 1 | 26 | -3 | -5 | 2
O=C(CCc1nnc(CCCc2ccccc2)o1)NCCc1ccco1 | -18 | 2 | -2 | -16 | -1 | -23 | -5 | 2 | 4
CCCOc1ccc(C(=O)N2CCCC2)cc1OC | -20[20 µM] | 0 | -1 | -6 | -10 | -29 | -4 | 0 | -4
Cc1ccc(NC(=O)CN2C(=O)S/C(=C\c3cccn3-c3cccc(C(=O)O)c3)C2=O)cc1C | -20 | 6 | -15 | -12 | -47 | -54 | -4 | 5 | 12
CN(C)c1nc2n(c(=S)n1)CCS2 | -13[20 µM] | -1 | -1 | -8 | -2 | -16 | -10 | -3 | -9
CCC(c1nnnn1Cc1ccccc1)N1CCN(c2ccc(OC)cc2)CC1 (stereo not drawn) | -33 | -1 | 5 | 5 | -7 | -18 | -1 | -2 | 2
O=[N+]([O-])c1ccc2nc(-c3ccncc3)[nH]c2c1 | -15 | 0 | 0 | -8 | -18 | 2 | 0 | 1 | -51
COc1ccc(C(=O)Nc2ccccc2C(=O)NC(Cc2ccc(O)cc2)C(=O)NNC(=O)c2ccccc2Cl)cc1 (stereo not drawn) | -19 | -1 | -8 | -12 | 10 | -112 | -13 | 8 | 16
Cc1cc(C)c(S(=O)(=O)Nc2ccc(-c3cn4ccccc4n3)cc2)c(C)c1 | -7[20 µM] | 0 | -3 | -15 | -43 | -171 | -18 | -2 | -15
CCc1ccc(CN(C)Cc2nc(Cc3cccc(C(F)(F)F)c3)no2)nc1 | -14 | -5 | -7 | 4 | 8 | 28 | 4 | 4 | -3
O=C(COC(=O)C1CCN(S(=O)(=O)c2cccs2)CC1)Nc1ccc(F)cc1F | -25 | 0 | 4 | -11 | -15 | -10 | 0 | 5 | 0
Cc1cccn2c(=O)c3cc(C#N)c(=NC(=O)c4ccncc4)n(CCCOC(C)C)c3nc12 | -5 | 97* | 38 | 37 | -12 | i | -1 | 5 | -18
CC(C)c1ccc(C(=O)NC(=S)NCc2cccnc2)cc1 | -17 | 0 | -2 | 13 | -1 | 53* | -13 | -8 | -3
Cc1ccc(NC(=O)CSc2nnnn2-c2ccc3c(c2)OCO3)cc1C | -16[20 µM] | -4 | -5 | -12 | -12 | -25 | 2 | -6 | 8
CCOC(=O)C1=C(C)Nc2ccccc2N=C1NC(=O)Cc1ccc(Cl)c(Cl)c1 | -21 | -3 | 1 | 1 | -9 | 13 | -6 | 6 | 2
CNC(=S)N/N=C/c1cn(Cc2c(F)cccc2Cl)c2ccccc12 | -5 | 1 | 0 | 4 | 2 | -21 | -1 | -4 | -27

Structural class: the entries above containing a thiophene ring, fused or not
SMILES | Furin inh | Runt-CBFb FRET | Runt-SMMHC FRET | EBV gp42 block | p47phox inh | m-calpain inh | RBBP9 inhibitor | p97 inhibitor | Tb hexokinase
O=C(N1CCN(c2ccc(F)cc2)CC1)C1(c2cccs2)CCOCC1 | -23 | 2 | -3 | -17 | -11 | 3 | -2 | 2 | -5
Cc1sc2nc(C3CC3)nc(NCCNS(=O)(=O)c3ccccc3)c2c1C | -14[20 µM] | -4 | 7 | 3 | -20 | 2 | -15 | -7 | 2
O=C(COC(=O)C1CCN(S(=O)(=O)c2cccs2)CC1)Nc1ccc(F)cc1F | -25 | 0 | 4 | -11 | -15 | -10 | 0 | 5 | 0

Next part:
SMILES | Furin inh | Runt-CBFb FRET | Runt-SMMHC FRET | EBV gp42 block | p47phox inh | m-calpain inh | RBBP9 inhibitor | p97 inhibitor | Tb hexokinase
Cc1ccc(C(=O)CC(c2cccs2)S(=O)(=O)c2ccc(C)cc2)cc1 (stereo not drawn) | -23 | 0 | -2 | -17 | -19 | 5 | 3 | 6 | -5
COc1cc(C(=O)O/N=C2\CCCc3c2ccc(OC)c3[N+](=O)[O-])cc(OC)c1OC | -15[20 µM] | -3 | -2 | -5 | -10 | -12 | 4 | 2 | -7
CC(=O)c1ccc(NC(=O)CSc2ccc(-c3ccc4c(c3)OCO4)nn2)cc1 | -24 | 3 | 2 | -13 | -9 | -15 | -1 | 1 | -6
Cc1cc(NC(=O)CC23CC4CC(C2)CC(CC(=O)Nc2cc(C)on2)(C4)C3)no1 | -10[20 µM] | -4 | 2 | -14 | -15 | -33 | -5 | -5 | 5
Cn1c(Cc2ccc3c(c2)OCO3)nnc1SCC(=O)NC(C)(C)C | -23 | -1 | 0 | -11 | -1 | -17 | -4 | 6 | -2
COCCOC(=O)c1sc2nc[nH]c(=O)c2c1C | -22 | 0 | 3 | -4 | -17 | -68 | 7 | 3 | -8
Nc1nnc(N2CCCCC2)s1 | -21 | . | 0 | -18 | -4 | -3 | 6 | 7 | -2
O=C(CN1CCN(Cc2ccccc2Cl)C1=O)NC1CCCCCCC1 | -5[20 µM] | 3 | -3 | -4 | 4 | -17 | 3 | -7 | -5
COC(=O)CCC(NC(=O)OCc1ccccc1)C(=O)NC(CC(C)C)C(=O)OC (stereo not drawn) | -11 | -1 | -2 | -10 | -7 | 12 | -5 | -6 | -8
Cc1ccc(C(=O)N2CCN(c3ccc(NC(=S)NC(=O)c4cccs4)cc3)CC2)cc1 | -9 | 0 | -7 | 9 | -16 | -106 | 5 | 2 | 0
C=CCNCCOc1ccccc1-c1ccccc1 | -12 | -3 | 4 | 3 | -1 | 9 | -10 | -6 | -4
Cc1ccc(/C=N/n2cc(-c3ccccc3)[nH]c2=S)s1 | -16 | . | 19 | -3 | -12 | 15 | -11 | 3 | -5
COc1ccccc1OCC(=O)OCn1c(SC)nnc(C)c1=O | -13 | -2 | 1 | -7 | 2 | -1 | -6 | 4 | 33
Cc1cc2cc3c(=O)[nH]c(=O)[nH]c3nc2cc1C | -24 | 15 | 40 | 5 | 151* | -155 | 0 | 2 | -19
CC(C)CCCCCCNC(=S)Nc1ccc(S(=O)(=O)N2CCOCC2)cc1 | -10 | -8 | -6 | -6 | -6 | -13 | -39 | 3 | -1
COc1ccc(/C=N/NC(=S)NCc2ccccc2)cc1OC | 10 | -2 | 3 | -2 | -8 | 9 | -5 | 2 | -2
CCC(Sc1nncn1C)C(=O)Nc1nnc(-c2ccc(Cl)cc2)s1 (stereo not drawn) | -31 | 0 | -3 | -3 | -3 | -23 | -10 | 3 | -32
N#CC(C(=O)C1CCCCC1)c1nc2ccccc2[nH]1 (stereo not drawn) | 1[20 µM] | 0 | 0 | -21 | -14 | -7 | -1 | -5 | -6

Arranged by value in p47phox inh (rising): three from the list above.
| canonical_smiles | Furin inh | Runt-CBFb FRET | Runt-SMMHC FRET | EBV gp42 block | p47phox inh | m-calpain inh | RBBP9 inhibitor | p97 inhibitor | Tb hexokinase |
| --- | --- | --- | --- | --- | --- | --- | --- | --- | --- |
| COc1ccc(/C=N/NC(=S)NCc2ccccc2)cc1OC | 10 | -2 | 3 | -2 | -8 | 9 | -5 | 2 | -2 |
| Cn1c(Cc2ccc3c(c2)OCO3)nnc1SCC(=O)NC(C)(C)C | -23 | -1 | 0 | -11 | -1 | -17 | -4 | 6 | -2 |
| COc1ccccc1OCC(=O)OCn1c(SC)nnc(C)c1=O | -13 | -2 | 1 | -7 | 2 | -1 | -6 | 4 | 33 |
